Screening results deposited in PubChem BioAssay by several laboratories.
Yeast lifespan up = yeast lifespan extension; S. cerevisiae growth with nicotinamide, OD615; deaD strain in restrictive glucose medium; inhibition of the nicotinamide effect, % at 10 µM; hit rate 0.68% among 130,000; AID 775;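 active means inhibition above a set limit, placed 3 SD over the median of all compounds, cut at about 26% in these data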;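 further: 0% = nicotinamide-treated wells and 100% = cells grown without nicotinamide; some compounds called inactive have numbers as strong as hits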
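assay system = DeaD-strain S. cerevisiae | buffer or medium = restrictive glucose medium | reagent = 1.5 mM nicotinamide | compound = 10 µM single point, 0.25% DMSO | incubation = 48 h compound exposure at 30 °C, humidified | signal = OD615 measurement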
Measles CPE = protection of cells from measles virus | Measles virus-infected cells, CPE protection, absorbance | protection (pct of control), % at 4 µM | hit rate 1.5% among 140,000; in the data active means protection mostly above about 24%, no sharp cut-off; inactive means mostly below about 26%; further: some compounds called inactive have numbers as strong as hits
GALR2 blocker = GALR2 (human) receptor antagonism; hit rate 0.39% among 140,000; inhibition, % at 4 µM; AID 828; GALR2-expressing cells, antagonist mode; O43603; in the data active means inhibition above about 27%;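 further: cells stimulated with galanin 1-16 at roughly its EC80; 0% = agonist challenge control and 100% = basal control without agonist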
Target sequence (O43603 whole entry, looked up): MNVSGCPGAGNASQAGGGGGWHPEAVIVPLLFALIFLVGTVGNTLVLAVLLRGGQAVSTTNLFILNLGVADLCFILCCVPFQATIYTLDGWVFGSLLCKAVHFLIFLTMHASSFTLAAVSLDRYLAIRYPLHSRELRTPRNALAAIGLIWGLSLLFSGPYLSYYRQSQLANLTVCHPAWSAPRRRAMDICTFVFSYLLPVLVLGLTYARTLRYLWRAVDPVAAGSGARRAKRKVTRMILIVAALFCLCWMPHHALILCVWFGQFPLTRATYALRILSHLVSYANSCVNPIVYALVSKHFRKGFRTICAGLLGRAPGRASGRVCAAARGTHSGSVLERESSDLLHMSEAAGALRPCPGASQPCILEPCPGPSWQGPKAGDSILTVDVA
MRP1 act = activates MRP-1; H69AR cells + doxorubicin, viability rescue, CellTiter-Glo; viability increase, % at 10 µM; hit rate 0.61% among 140,000;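 active means viability gain under doxorubicin at or above a set limit, the compound median plus 3 SD, cut at about 4.7% in these data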;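 further: MRP-1 overexpressing cells given doxorubicin 25 µM after compound pretreatment; 18-22 h compound pretreatment then 72 h with doxorubicin before readout; 0% = doxorubicin-only wells and 100% = vehicle-treated cells without doxorubicin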
PTEN del growth = suppresses growth of cells with PTEN deletion; HCT116 PTEN-null viability, CellTiter-Glo, 60 h; hits give low values; viability, % at 10 µM; hit rate 1.2% among 140,000;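 active means viability at or below a set limit, 4 SD under the median of all tested compounds, cut at about 3.7% in these data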;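 further: PTEN knockout HCT116 line with beta catenin targeted HCT116 as companion control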
BB579 growth dn = yeast BB579 growth reduction in restrictive medium; inhibition, % at 10 µM; AID 804; S. cerevisiae BB579 growth, OD615, 48 h; hit rate 0.51% among 140,000;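 active means inhibition above a set limit, 3 SD over the mean compound inhibition, cut at about 44% in these data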; further: inactives centre near -24
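controls = amphotericin B 10 µg/mL, positive | assay system = DeaD yeast strain BB579 | schedule = 48 h compound exposure at 30 °C after 4 h preincubation | detection = OD615 turbidity measurement | medium = restrictive CSMM-D medium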
NPY-Y2 antag = blocks the human neuropeptide Y Y2 receptor | P49146 | NPY-Y2 expressing cells, antagonist mode | inhibition, % at 2.7 µM | hit rate 0.99% among 140,000 | AID 793; in the data active means inhibition above about 17%;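 further: 0% = vehicle with agonist challenge and 100% = reference antagonist with challenge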
Target sequence (P49146 whole entry, looked up): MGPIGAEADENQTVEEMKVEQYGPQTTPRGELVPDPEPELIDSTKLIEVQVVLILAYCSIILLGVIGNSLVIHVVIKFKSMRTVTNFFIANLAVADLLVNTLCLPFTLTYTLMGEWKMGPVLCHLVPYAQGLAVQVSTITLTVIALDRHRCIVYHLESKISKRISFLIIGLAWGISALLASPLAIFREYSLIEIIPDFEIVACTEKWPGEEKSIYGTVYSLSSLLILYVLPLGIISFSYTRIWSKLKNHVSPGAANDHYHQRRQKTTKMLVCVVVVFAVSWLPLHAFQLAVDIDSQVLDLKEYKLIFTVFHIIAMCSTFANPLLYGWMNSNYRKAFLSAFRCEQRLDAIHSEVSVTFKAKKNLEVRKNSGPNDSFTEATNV
bCat KO growth = beta-catenin-lacking colon tumor cell growth suppression; AID 818; hit rate 1.5% among 140,000; HCT116 beta-catenin knockout viability, CellTiter-Glo, 60 h; hits give low values; viability, % at 10 µM;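 active means viability at or under a set limit, the compound median less 4 SD, cut at about 6% in these data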;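 further: 0% = Hyamine 1622 control at 20 µM and 100% = untreated cell control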
Phagocyt inh = blocks phagocytosis by macrophages; inhibition, % at 5 µM; AID 1029; J774A.1 macrophage IgG-bead phagocytosis, imaging; hit rate 0.07% among 110,000;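 active means inhibition above the mean of the plate negative controls plus 5 SD, cut at about 13% in these data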;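 further: phagocytic index as fraction of beads internalized from green versus red external bead signal; plate controls were DMSO negative control for no effect and cytochalasin-D positive control for full effect; some results beyond the cut were filed as inactive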
E-sel TNF inh = blocks E-selectin expression induced by TNF alpha. HUVEC TNFa-induced E-selectin immunofluorescence, high content. inhibition, % at 2 µM. hit rate 0.71% among 120,000. AID 1246;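 active means inhibition above the batch mean plus 3 SD, and confirmed as a hit on visual image review, cut at about 43% in these data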;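 further: 0% = TNF-stimulated DMSO wells and 100% = unstimulated control wells; not every result past the cut was called active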
* hit, by the source's call; · = not tested or not shown; & = joins results of further samples. Rows were taken by chance. Share with any hit: about 6.2%.

SMILES	Yeast lifespan up	Measles CPE	GALR2 blocker	MRP1 act	PTEN del growth	BB579 growth dn	NPY-Y2 antag	bCat KO growth	Phagocyt inh	E-sel TNF inh
O=C(Nc1ccccc1)OCc1cn(-c2ccc(Cl)cc2)nn1	-11	8	2	-1.4	99	-56	12	90	0	-28
O=C(O)C1CC=CCC1C(=O)Nc1ccccc1 (stereo not given)	0	0	-2	-1.5	108	-28	0	93	-2	2
CCOC(=O)c1c(NC(=S)NC(=O)c2ccc(Cn3cc(Cl)cn3)o2)sc2c1CCC(C)C2 (stereo not given)	1	12	4	-7.2	1.5*	-31	-1	1.9*	0	-33
O=C(Nc1cccnc1)c1sc(Nc2ccccc2)nc1-c1ccccc1	10	15	3	-1.4	94	-27	-3	103	-3	·
CN(C)c1ccc(N=Nc2ccccc2C(=O)OCC(=O)N(C)c2ccccc2)cc1	-5	7	-13	-2.5	91	-12	-3	60	-15	51
Cc1cc(C)c2[nH]c(=O)c(CN(CC3CCCO3)S(=O)(=O)c3ccc4c(c3)OCCO4)cc2c1 (stereo not given)	-11	10	-10	0.5	97	24	4	96	1	-4
CCCC1=C(C(=O)OCC)C(c2ccc(F)cc2)n2ncnc2N1 (stereo not given)	-13	17	3	-1.6	79	-25	2	83	-1	0
COc1ccc(N(C(=O)c2cccnc2)S(=O)(=O)c2ccc3c(c2)n(C)c(=O)n3C)cc1	-6	0	-14	-1.2	71	-40	0	68	0	8
O=C(NCCCn1ccnc1)C1CC(c2cccc(Br)c2)=NO1 (stereo not given)	6	6	5	-1.5	96	-3	2	91	0	16
N#CC(C(=O)Nc1ccccc1)=C1CCCCC1	-1	24	10	0.1	100	-83	8	102	1	-9
O=C(NC1CCCCCC1)C1c2ccccc2C(=O)N1CCCN1CCOCC1 (stereo not given)	-10	21	8	-1.0	81	10	1	86	-2	13
CCC(=O)c1ccc(OCc2ccccc2)c(OC)c1	-6	8	3	-0.8	103	-9	4	101	-7	-31
Cc1ccc(NC(=S)NNC(=O)c2nnn(-c3ccccc3)c2C)cc1	0	2	-4	-1.5	96	-45	13	98	-11	·
Cc1cccc(-n2cc(C#N)c(=O)[nH]c2=O)n1	4	18	-3	-0.6	102	-36	3	94	-1	11
CCOC(=O)c1c(N)sc(C(O)(C(F)(F)F)C(F)(F)F)c1-c1ccc(F)cc1	-12	9	1	1.7	62	48*	-4	63	·	6
CCOC(=O)c1cccc(NC(=O)CSc2nc3ccccc3c(=O)n2CC)c1	-2	34	7	-2.9	80	-50	-1	81	2	-35
Cc1ccc(-c2csc(NC(=O)Cc3cccs3)n2)cc1C	2	42*	-1	-0.9	85	-23	4	100	0	4
O=C(Nc1cnc2ccccc2c1)c1cccc(-n2cnnn2)c1	-13	13	-8	-4.9	90	-34	-1	82	·	12
c1ccc(-c2nn3c(-c4ccccc4)nnc3s2)cc1	-19	19	2	3.0	94	-41	9	94	-2	-15
CC(C)c1ccc(SCc2noc(C(=O)NCC3CCCO3)c2C(=O)O)cc1 (stereo not given)	-9	15	-9	-0.9	87	-22	9	91	·	1
O=C(CCCSc1nc2ccccc2[nH]1)Nc1ccccc1	5	8	6	-0.5	96	2	1	87	-4	22
Cc1ccc(C(=O)OCC(=O)NCc2ccco2)cc1	56*	12	-3	-1.6	73	-29	7	85	0	11
CC(C)n1cc(NC(=O)C2CC(c3cccc(Br)c3)=NO2)cn1 (stereo not given)	-14	17	0	0.8	97&96	-35	7	111	0	-2
COc1ccc(-n2nc(C(=O)O)c3ccccc3c2=O)c(OC)c1	1	4	10	0.6	107	-49	4	101	-3	-38
Fc1ccc(-c2nnc(CSc3nnc4ccccn34)o2)cc1	-2	0	-3	-2.8	95	-2	2	98	-11	·

The listing continues.
SMILES	Yeast lifespan up	Measles CPE	GALR2 blocker	MRP1 act	PTEN del growth	BB579 growth dn	NPY-Y2 antag	bCat KO growth	Phagocyt inh	E-sel TNF inh
COC(=O)COc1ccc(S(=O)(=O)NCc2ccncc2)cc1	20	8	20	-1.0	84	-39	0	1.1*	5	0
O=C(NCc1ccc2c(c1)OCO2)C1CCCN(S(=O)(=O)c2cccs2)C1 (stereo not given)	-6	14	7	0.1	94	-33	4	88	1	0
COc1ccc(OCC(=O)Nc2nnc(C)s2)cc1	-11	3	14	1.5	100	-4	4	99	1	-12
COc1ccc(NC(=O)c2sc3nc(Cc4ccccc4)cc(C(F)(F)F)c3c2N)cc1OC	5	19	-9	-1.9	75	-34	4	78	-6	·
O=C(Nc1cccc(Cl)c1)N(Cc1nc2ccccc2c(=O)[nH]1)Cc1cccs1	-2	7	-11	-3.6	39	-15	1	49	-2	·
Cc1cnn(C(=O)c2oc3ccccc3c2C)c1	-12	11	9	-0.7	99	-28	2	91	-1	9
CCOC(=O)CN1C(=O)COc2ccc(Cl)cc21	-7	23	1	-1.6	97	-18	2	87	-3	5
CCOc1cc(/C=N\O)cc(Cl)c1OCC	·	8	-1	-3.4	98	-59	4	94	·	-12
COc1cccc(-c2csc(N3CCN(S(=O)(=O)c4ccc(F)cc4)CC3)n2)c1	-5	16	5	1.4	83	-3	-1	93	·	4
CC(C)Sc1nc2sc(-c3ccccc3)cc2c(=O)n1N	-10	4	1	-1.8	99	-48	1	97	·	·
COc1cc2[nH]c(=S)nc(NCCCOC(C)C)c2cc1OC	-3	9	-1	-3.3	101	-14	2	97	0	·
O=C1CSC(c2c(F)cccc2Cl)N1c1cccc(F)c1 (stereo not given)	-17	7	8	-3.7	90	-4	1	95	·	23
CC(C(=O)OCC(=O)c1c(N)n(C)c(=O)n(C)c1=O)N1C(=O)c2ccccc2C1=O (stereo not given)	-1	8	3	-1.1	114	-6	0	102	-12	11
Cn1c(CCCNC(=O)c2ccccc2)nc2ccccc21	-3	-1	-7	-1.1	116	-40	0	97	1	-20
O=C(Nc1ccccc1)N1CCCC2CCCCC21 (stereo not given)	-7	31	12	-1.0	95	-1	0	92	0	·
CCOC(=O)c1nn(-c2cccc(Cl)c2)c2nc(CC(C)C)c(C#N)c(=O)n12	·	3	-9	-4.9	67	-20	15	58	·	3
O=C1C(NS(=O)(=O)c2cccs2)=C(N2CCN(c3ccccc3)CC2)C(=O)c2ccccc21	-2	4	7	-1.1	71	-28	-4	78	0	-8
COCc1cc(C)nc2sc(C(=O)N3CCN(c4ccccc4)CC3)c(N)c12	-6	14	4	0.1	96	-59	0	94	0	7
Nc1nn(S(=O)(=O)c2cccc3nsnc23)cc1-c1ccc(Br)cc1	-13	7	-2	1.7	68	-40	-2	62	-1	-25
O=C(NC1CCCC1)c1nc2c(nnn2Cc2ccccc2Cl)c(=O)[nH]1	-3	4	-15	-1.3	91	-55	7	93	0	-23
Cc1c(C#N)c(N=CN(C)C)c(C(=O)c2ccccc2)n1-c1ccc(Br)cc1	-13	8	-10	-1.3	63	-33	3	60	0	9
COc1ccc(CCN(Cc2nc(-c3ccccc3)no2)Cc2nc(-c3ccccc3)no2)cc1OC	8	13	-6	-1.2	97	-45	3	94	2	3
COc1ccc(S(=O)(=O)N(CC(=O)O)c2ccccn2)cc1	-5	15	-10	-0.8	94	3	-1	98	·	5
COc1ccc(Cl)cc1NC(=O)/C=C\C(=O)O	2	6	0	0.6	90	-26	3	86	0	·
Cc1cc(Cl)ccc1OCC(=O)NC1CCCC1	-9	1	-11	0.2	55	-37	3	31	0	-7

The closing four records of the section above come first, to join the parts.
SMILES	Yeast lifespan up	Measles CPE	GALR2 blocker	MRP1 act	PTEN del growth	BB579 growth dn	NPY-Y2 antag	bCat KO growth	Phagocyt inh	E-sel TNF inh
COc1ccc(CCN(Cc2nc(-c3ccccc3)no2)Cc2nc(-c3ccccc3)no2)cc1OC	8	13	-6	-1.2	97	-45	3	94	2	3
COc1ccc(S(=O)(=O)N(CC(=O)O)c2ccccn2)cc1	-5	15	-10	-0.8	94	3	-1	98	·	5
COc1ccc(Cl)cc1NC(=O)/C=C\C(=O)O	2	6	0	0.6	90	-26	3	86	0	·
Cc1cc(Cl)ccc1OCC(=O)NC1CCCC1	-9	1	-11	0.2	55	-37	3	31	0	-7
CCn1cc(Br)c(C(=O)Nc2ccc(C(=O)OC(C)C)cc2)n1	-28	4	14	-3.6	85	-14	3	94	-2	-3
O=C(CSCc1ccc(Cl)cc1)Nc1nccs1	-22	5	12	0.7	78	-15	-1	83	·	13
O=C(c1ccc(C#CC2(O)CCCCC2)cc1)N1CCOCC1	-11	16	6	0.8	102	-22	1	90	4	-22
Cc1ccc(C)c(NC(=S)NNC(=O)c2csc(C)c2)c1	3	14	12	-0.6	95	-20	1	79	0	-4
O=C(NCCc1ccc(Cl)cc1)Nc1cccc(Cl)c1	1	7	-19	1.1	33	-76	2	64	·	48
O=C(CC12CC3CC(CC(C3)C1)C2)N/N=C/c1ccc([N+](=O)[O-])o1	1	10	5	-5.0	111	3	1	103	-12	6
CCOC(=O)C1=C(c2ccccc2)Nc2ncnn2C1c1ccccn1 (stereo not given)	-12	12	-6	-2.1	92	-15	0	89	1	·
COc1cc2c(cc1NC(=O)c1ccncc1)oc1ccccc12	-13	5	0	-1.3	89	-36	3	82	-1	7
O=[N+]([O-])c1cccc(-c2nc(-c3ccccc3)c(-c3cccs3)[nH]2)c1	-12	23	3	-2.1	84	-56	-5	82	·	-3
Cc1nc(C)c(Cc2ccccc2Cl)c(=O)[nH]1	-1	6	-11	-2.1	87	-22	1	86	-2	-7
COc1ccccc1NC(=O)N1CCN(c2ncccn2)CC1	-10	3	-4	0.2	99	-38	-2	98	·	16
Cc1sc2ncn(CC(=O)OC(C)C(=O)NC(C)(C)C)c(=O)c2c1C (stereo not given)	-9	8	-7	-0.4	107	-22	-5	109	1	6
O=C(c1ccc(N2CCN(S(=O)(=O)c3ccccc3)CC2)c([N+](=O)[O-])c1)N1CCOCC1	-3	3	-12	-2.5	81	9	-3	81	·	·
CCCC1C(=O)N(c2ccccc2)C1c1ccccc1 (stereo not given)	-11	34	2	-1.0	·	-6	7	81	·	21
COc1ccccc1NC(=S)NCCN1CCOCC1	6	13	4	-0.1	107	-4	1	94	0	·
CCCN1CCN(S(=O)(=O)c2ccc(OC)c(Br)c2)CC1	-11	15	10	-1.4	95	-14	-2	90	·	21
O=C(Nc1c(-c2ccccc2)nc2ccccn12)c1ccco1	-7	3	1	-1.4	112	-39	-3	110	-1	-21
O=C(CSc1ncnc2nc[nH]c12)c1ccccc1	-2	6	8	-2.4	54	-24	1	59	0	-8
COc1ccc(C(=O)N2CC=C(c3ccccc3)CC2)cc1S(=O)(=O)N1CCOCC1	-15	20	0	-0.8	104	-70	1	95	0	·
O=C(CCSc1ccccc1)Nc1nnc(-c2ccccc2)o1	-3	14	0	-2.4	111	-34	14	89	0	16
Cc1cc(-c2ccc(Cl)cc2)n2nc(N)nc2n1	-9	22	9	-2.0	88	-44	10	100	-1	-9
COc1ccc(OC)c2c1nc1n2CCS1	-6	21	6	-0.7	105	-23	2	86	-5	4
